Dynein cargo inh = inhibitors of GR-EGFP nuclear translocation, primary screen, dynein cargo transport inhibitor project, imaging, high-content, 3617.4 mouse cells. test concentration mostly 20 µM; stimulated with dexamethasone, 1 µM; stronger effect = lower value. z-score, hits read low. 220,000 tested, 0.47% active. AID 1381, 2008;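 active = plate z-score of nuclear minus cytoplasmic receptor signal below a set negative limit, without overly bright fluorescence or cell loss, cut at about -3.5 in these data, passing the limit was not always enough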;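 note: z-score of nuclear minus cytoplasmic ring GR-EGFP intensity difference per well; some compounds called inactive have numbers as strong as hits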
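Buffer or medium: tetracycline-free induction medium containing charcoal-stripped FBS / Reagent: dexamethasone agonist, 1.0 µM final, for 30 min / Technique: automated 10x imaging of fixed Hoechst-stained cells / Times: induction 48 h, compound 1 h, agonist 30 min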
Insulin prom up = insulin promoter activators in MIN6 cells, imaging, high-content screening, mouse beta cells | MIN6 insulin promoter-GFP reporter; stronger effect = higher value | z-score at 5 µM | 190,000 tested, 0.3% active;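 active = z-score above 3 at 5 µM with at least 500 cells counted in the well; inconclusive = wells under 500 cells, flagged as cytotoxic or low count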
MT stabilizer = microtubule stabilizers in HeLa cells, primary screen, imaging, high-content imaging; HeLa tubulin immunostaining HCS, 24 h; share of cells brighter than vehicle mean+2SD; % tubulin-high responders, % at 10 µM; 200,000 tested, 0.83% active; AID 2205, 2009;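 active = plate Z-score above 3 for both tubulin-high and condensed-nucleus cell shares, with cell loss under 80%, at 10 µM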;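 note: anti alpha tubulin signal scored within the nucleus-defined area of each cell; some results filed as inactive read as strong as hits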
PMI inhibitors = inhibitors of human PMI, primary screen, biochemical, fluorescence intensity, coupled assay (AID 1209); Mannose-6-phosphate isomerase (Homo sapiens); purified PMI enzyme, coupled fluorescence intensity; higher % means a stronger effect; inhibition, % at 20 µM, or IC50 in µM where a hit was titrated; 190,000 tested, 0.42% active;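 note: plate controls were DMSO vehicle for no effect and wells lacking substrate for full effect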
Yfh1-depleted yeast = enhancers of respiration in Yfh1-depleted yeast, dose response, Friedreich's ataxia, plus single-dose screen (AID 1465). S. cerevisiae Yfh1-off respiration, WST-1 reduction, 72 h; higher fold induction means a stronger effect. one-dose fold induction at 50 µM; EC50 in µM for titrated hits. 220,000 tested, 0.074% active;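 active = fold induction of absorbance versus untreated yeast above a set limit, then at least 30% activation at any dose in follow-up; inconclusive = repeats straddling the limit, or above it without dose testing; inactive = fold induction below the set limit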;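 note: activators that raise dye reduction in frataxin-depleted yeast; strong numbers were not always called active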
Autophagy HCS = autophagy modulators in MEF cells, primary screen, imaging, high-content, MEF GFP-LC3 | AID 463193, 2010 | 190,000 tested, 0.98% active | MEF GFP-LC3 puncta imaging; test concentration mostly 10 µM | calls only at 10 µM (by protocol);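 active = percentage of spot-positive cells more than 3 SD above its plate mean, without a fluorescence outlier flag or 80% toxicity; inconclusive = no clear call, values can overlap the other calls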;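 note: spot-positive cell cutoff set from DMSO-treated cells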
WT yeast gro inh = growth inhibition of WT strain, primary screen, mitochondrial fusion inhibitor project, WT and mutant strains, chemical genetic. 190,000 tested, 2.1% active. mitochondrial fusion phenotypic screen. inhibition, % at 10 µM; in the data active = inhibition above about 58%; tested in S. cerevisiae
PMI inhibition = human PMI inhibitors, high substrate, primary screen, biochemical, fluorescence intensity, high mannose 6-phosphate (AID 1220); recombinant PMI enzyme, coupled fluorescence intensity; higher % means a stronger effect; inhibition, % at 20 µM; hits with a dose series show IC50 in µM; 190,000 tested, 0.66% active
bCat nuc transl = modulators of beta-catenin nuclear translocation, primary screen, imaging, HeLa cells, immunofluorescence, high-content; nuclear translocation activity, % at 5 µM; 190,000 tested, 0.3% active; AID 1665, 2009;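 active = nuclear translocation activity above 50% at 5 µM, with a well cell count of 50 or more; inconclusive = wells under 50 cells across six images, flagged as toxic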;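 note: per-cell ratio of nuclear to cytoplasmic median beta-catenin stain intensity; plate controls were DMSO negative control for no effect and GSK-3 inhibitor IX positive control for full effect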
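System: Human HeLa cells, endogenous beta-catenin | Compound dosing: 5 µM primary, 0.02–20 µM confirmation | Timing: 24 h compound exposure at 37°C, 5% CO2 | Measured by: Fluorescence imaging of beta-catenin antibody stain plus DAPI | Read-out basis: % activation of per-cell nuclear versus cytoplasmic median beta-catenin signal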
WT yeast gro inh mutant strain = further read-out of WT yeast gro inh, marked with its call; inhibition, %; mitochondrial fusion phenotypic screen, mutant strain inhibition
Dynein cargo inh cytoplasmic EGFP = also measured in Dynein cargo inh; calls as there; z-score; measured here: cytoplasmic GR-EGFP intensity; stronger effect = higher value
Dynein cargo inh nuclear GR-EGFP = further read-out of Dynein cargo inh, marked with its call; z-score; measured here: nuclear GR-EGFP intensity;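 lower value marks the stronger effect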
Dynein cargo inh cell count = further read-out of Dynein cargo inh, marked with its call; z-score; measured here: cell count per field
Insulin prom up cell count = also measured in Insulin prom up; calls as there; cell count; measured here: cytotoxicity, nuclei count;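 total cells summed across four imaged fields per well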
bCat nuc transl cell count 5 µM = recorded beside bCat nuc transl, whose call it bears; cell count; measured here: cell count, cytotoxicity flag
MT stabilizer Hoechst-high % = further read-out of MT stabilizer, marked with its call; % Hoechst-high responders; measured here: nuclear condensation Hoechst responders;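 share of cells brighter than vehicle mean plus two SD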
MT stabilizer cytotoxicity % = further read-out of MT stabilizer, marked with its call; toxicity, %; measured here: cytotoxicity by cell density;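 0% = mean cell density of plate MIN control wells and 100% = no cells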
Autophagy HCS cell loss 18 h = second read-out of Autophagy HCS, no call of its own (marks repeat the call); toxicity, %; measured here: cell loss, nuclei count;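 cell loss after 18 h compound exposure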
Starred values were filed as active, the others as inactive; i = inactive; ? = inconclusive; / = not tested or not shown; & = joins results of further samples. Cut-off read from the data, not from the text of the source, unless noted: active = inhibition above about 50%; inactive = the rest.

Structure	Dynein cargo inh	Dynein cargo inh cytoplasmic EGFP	Dynein cargo inh nuclear GR-EGFP	Dynein cargo inh cell count	Insulin prom up	Insulin prom up cell count	MT stabilizer	MT stabilizer Hoechst-high %	MT stabilizer cytotoxicity %	PMI inhibitors	Yfh1-depleted yeast	Autophagy HCS	Autophagy HCS cell loss 18 h	WT yeast gro inh	WT yeast gro inh mutant strain	PMI inhibition	bCat nuc transl	bCat nuc transl cell count 5 µM
CCCN(CC(=O)Nc1ccc(Cl)cc1Cl)Cc1cc(=O)n2ccsc2n1	-0.63	-0.17	-0.38	-0.001	0.09	1219	2.5	2.0	2.3	9%	i	i	-7	2	-36	10%	-4.0	1187
CCOC(=O)CSc1ccc2nnc(-c3cccnc3)n2n1	1.7	0.062	1.1	-0.95	-1.5	1933	2.4	3.0	4.5	-19%	i	i	5	5	18	-40%	0.7	1055
CC(C)=CCN1CCN(Cc2cn[nH]c2C2CCCCC2)CC1CCO (stereo unspecified)	0.09	-0.26	-0.011	0.077	0.55	1501	2.4	2.1	7.0	6%	i	i	16	-3	-4	-5%	0.2	959
Cc1cccc(Nc2c(-c3ccc(O)cc3)nc3ncccn23)c1	-1.7	-0.25	-0.91	0.97	0.14	1197	3.4	2.5	0.6	2%	i	i	19	1	11	-1%	0.5	1154
CN(C)C=NCCn1c(N2CCOCC2)nc2c1c(=O)n(C)c(=O)n2C	-0.068	-0.16	0.45	-0.4	-0.02	1843	3.4	1.9	3.6	3%	i	i	-11	-16	-7	4%	0.0	971
CCSCCOC(=O)C1=C(C)N(C)C(=O)NC1c1cc(OC)ccc1OC (stereo unspecified)	1.7	-0.17	1.1	-0.21	-0.19	1068	2.2	1.8	20	5%	i	i	3	12	-4	17%	-5.0	961
O=C(CSC1=NCCS1)Nc1nc2ccccc2s1	-0.51	-0.14	0.096	-1.1	/	/	4.3	2.7	1.3	-3%	i	i	-15	8	-3	-6%	17	518
Cc1cccc(Cc2cnc(NC(=O)C3=NCCN3)s2)c1	-0.7	-0.24	-0.67	0.94	-0.01	1307	2.5	2.4	2.9	2%	i	i	-9	15	6	0%	-2.2	1068
CCn1cc(C(=O)NCc2ccco2)c(=O)c2cc(F)c(N3CCN(C(=O)c4ccco4)CC3)cc21	-0.53	-0.23	0.33	-0.16	-0.53	1211	1.7	2.3	6.8	8%	i	i	-10	6	-1	4%	/	/
Cc1ccc(/C=C2\SC(=S)N(CCC(=O)NNC(=O)c3ccncc3)C2=O)cc1	0.32	0.54	0.39	-0.29	0.98	955	/	/	/	/	i	/	/	/	/	/	-0.4	1364
Cc1ccc(-c2nnc(SCC(=O)NC3CCCc4ccccc43)n2N)cc1 (stereo unspecified)	-0.2	-0.14	-0.026	0.19	-0.2	1286	2.0	1.8	6.2	8%	i	i	-5	-2	6	12%	-1.3	962
N=c1c2c(n(Cc3ccc(Cl)c(Cl)c3)c3c1CCC3)CCCC2	-0.038	-0.14	0.26	0.047	?	/	5.2	3.2	4.4	11%	i	i	15	72*	61*	8%	3.5	1254
CCCC(C(=O)N1CCOCC1)N1C(=O)C2C3C=CC(C3)C2C1=O (stereo unspecified)	-0.11	-0.13	0.067	0.56	0.19	973	6.5	2.7	4.6	7%	i	i	6	5	-2	6%	7.8	633
CCOC(=O)c1sc(NC(=O)CSc2nnc(C(C)C)n2CC)nc1C	-1.4	0.073	-0.46	1.3	0.29	1117	6.0	1.8	2.3	0%	/	i	3	13	19	2%	-5.3	1013
O=C(O)C(Cc1c[nH]c2ccccc12)N1C(=O)c2ccccc2C1=O (stereo unspecified)	2.1&-0.047	-0.083&-0.14	1.4&-0.078	-2&-0.086	-0.21&-0.16	1074&1038	/	/	/	/	i	/	/	/	/	/	1.4&0.3	1017&1384
O=C(/C(C=Nc1ccc(F)cc1)=C(/O)c1ccco1)C(F)(F)F	1.6	-0.13	1.7	-2.6	-0.13	1156	4.3	2.9	7.9	-22%	i	i	-14	-7	-8	-44%	1.6	1125
C#CCNc1nc(C(C)C)nc2c1nnn2Cc1ccccc1F	1.6	0.26	2	-0.87	-0.64	1155	2.6	1.1	0.2	8%	/	i	-4	6	7	6%	0.2	1148
CC(=O)CCc1ccc(OC(=O)c2cccnc2)cc1	-0.67	-0.25	-0.36	0.12	0.3	1227	3.1	2.7	6.9	0%	i	i	-3	3	-30	-3%	-0.8	1154
Cc1ccc(S(=O)(=O)N2CCN(CCC#N)CC2)cc1	0.48	-0.11	0.95	-1.4	0.06	1685	2.9	1.6	1.1	-4%	i	i	-2	-5	-2	-2%	1.3	852
Cc1ccc(N/C=C(/C#N)c2ccsc2)cc1C	4.3	0.49	2.4	-1.5	-1	1119	1.1	0.7	10	20%	i	i	-3	-4	-1	11%	-2.5	1225
COc1ccc(Br)cc1C(=O)NCc1cccnc1	-0.97	-0.27	-0.62	2.2	/	/	4.7	2.2	5.9	9%	i	i	5	1	6	5%	/	/
O=C(Nc1ccc(F)cc1F)N1CCC(c2nc3ccccc3o2)CC1	-0.13	0.71	0.17	-0.29	0.23	1257	3.2	2.7	6.9	10%	i	i	10	2	2	4%	0.2	1139
O=C(OCC(=O)N1CCN(C(=O)c2ccco2)CC1)c1cc(-c2ccc(F)cc2)nc2ccccc12	-0.43	-0.16	0.23	0.066	-1.9	967	5.8	2.2	3.6	12%	i	i	2	-1	-22	14%	0.8	1161
Cc1ccc(/C(N)=N/OC(=O)c2cccc(F)c2)cc1	0.37	-0.18	0.17	-0.43	0.59	1221	1.9	1.9	11	3%	i	i	5	16	37	4%	1.1	1376
O=C(COC(=O)c1cnccn1)c1ccc2c(c1)CCCC2	-0.33	-0.16	0.068	0.36	0.94	1035	2.7	2.1	15	-4%	i	i	11	3	-2	3%	-3.2	985
C=CCN(CC=C)S(=O)(=O)c1ccc(C(=O)Nc2nnc(CSC)o2)cc1	-0.58	-0.38	-0.68	0.09	0.11	1597	1.4	1.8	3.1	-5%	i	i	-1	0	-12	-17%	-2.5	1049
c1ccc(Nc2nc(-c3cccnc3)cs2)nc1	0.46	-0.4	-0.041	1.5	0.37	1504	3.6	2.0	4.9	11%	i	i	23	-2	12	4%	1.0	1426
CSCCC(C(=O)OCC(=O)c1ccc(C)c(C)c1)N1C(=O)c2ccccc2C1=O (stereo unspecified)	-0.46	-0.3	-0.48	0.24	0.08	1379	3.1	3.3	8.7	13%	i	i	-7	14	-8	4%	-1.1	874
O=C1c2ccccc2-c2onc3ccc(N4CCCC4)c1c23	1	0.0026	0.65	-0.22	0.43	1147	3.2	3.4	5.4	20%	i	i	-11	42	31	63%*	-2.7	1011
Cc1ccc(S(=O)(=O)N(C)CC(=O)Nc2ccncc2)cc1	0.44	-0.21	0.61	0.12	0.44	1227	1.9	1.3	3.8	5%	i	i	4	6	11	2%	/	/
CC(C)CN(C(=O)CSc1nncs1)c1c(N)n(CC(C)C)c(=O)[nH]c1=O	1.1	-0.18	0.55	-0.44	/	/	1.4	1.6	5.3	-10%	i	i	30	-10	18	-32%	/	/
Cc1ccc(C(=O)Nc2ccc(N3CCN(C(=O)c4ccco4)CC3)cc2)cc1	-0.29	0.0016	-0.2	-0.15	/	/	1.4	2.4	5.0	12%	i	i	-10	13	3	4%	0.8	1542
CCOc1ccccc1NC(=O)Cc1coc2cc(C)ccc12	-1.9	0.036	-0.81	0.7	/	/	1.3	1.8	7.6	10%	i	i	-10	-4	7	1%	3.1	969
CC(=C/c1ccc(C(C)C)cc1)/C=N/NC(=O)Cn1nnnc1N	-0.0091	-0.28	-0.029	0.43	0.21	1388	/	/	/	/	i	/	/	/	/	/	-3.1	1179
CC(=O)OC(C#CCN1CCOCC1)c1ccccc1 (stereo unspecified)	-0.66	0.22	-0.094	0.19	0.15	1839	2.0	1.3	6.9	1%	i	i	-3	-1	-1	2%	-1.3	1113
CCN1C(=O)CC(N2CCOCC2)C1=O (stereo unspecified)	0.15	-0.14	0.18	0.42	/	/	2.4	2.0	4.3	-9%	i	i	8	-14	-4	-8%	-13	1218
NNC(=O)c1ccc(COc2ccc([N+](=O)[O-])cc2)o1	0.63	0.37	0.37	-0.12	-0.53	1135	/	/	/	/	i	/	/	/	/	/	1.8	1310
Oc1c(Br)cc2oc3c(c2c1CNCc1ccccc1)CCCC3	0.9	-0.068	0.99	-0.94	/	/	2.9	2.1	4.0	-3%	i	i	-17	16	4	2%	/	/
C/C(=N\NC(=O)CNC(=O)c1ccc2c(c1)OCO2)c1ccco1	0.015	-0.28	-0.42	0.35	0.21	1247	1.9	3.9	5.9	7%	i	i	-17	-15	-22	14%	/	/

Compound activity as filed in PubChem BioAssay.
